Screening data (PubChem)
S2 tox – cell viability loss in ATXN counter-screen | S2 cells (HEK-293 line with an ATXN2-luciferase reporter) viability, CellTiter-Fluor protease fluorescence, 24 h | Potency, µM (highest dose often 56.7 µM), usual class: cytotoxic | 0.49% of 400,000 active | AID 651635; further: nearly all actives have a fitted effect of over 40% in size
TGFb SMAD3 inh – inhibitors of TGF-b signaling; 1.2% of 410,000 active; Potency, µM (doses to about 46.1 µM), without a hit: top-dose activity, negative = inhibition, actives largely listed as inhibitors; HepG2 CAGA-GFP TGF-b/SMAD3 reporter, GFP fluorescence, 18 h; TGF-beta stimulated, 500 pg/mL final; further: on the % scale 0 is the no-effect control and ±100 the full control effect; nearly all actives have a fitted effect of over 65% in size
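Read-out: total well GFP (ex488/em500-530) summed from mean per-cell fluorescence. Cells: HEPG2 CAGA-GFP, 1% FBS DMEM, 18 h at 37 degrees C with 500 pg/mL final TGF-beta. Unstimulated wells served as the full-inhibition control; stimulated DMSO wells = 0%.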
Nrf2 block – inhibitors of Nrf2 signaling | 2.1% of 360,000 active | A549 ARE-Fluc reporter, luciferase luminescence, 18-24 h | AID 504444 | Potency, µM (top dose mostly 46 µM), without a hit: at the top dose activity change, negative = inhibition, actives largely listed as inhibitors; further: on the % scale 0 is the no-effect control and ±100 the full control effect; nearly all actives have a fitted effect of over 60% in size
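Reporter: ARE-Fluc in A549. Exposure: 18-24 h, 37 °C, 5% CO2, 5% FBS OPTI-MEM. Readouts: fluorescent cytotoxicity (CellTiter-Fluor), then luminescent Nrf2 signal after BugLite.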
MCF10A rerep – induces DNA re-replication in MCF 10a normal breast cells; MCF 10A DNA re-replication, Hoechst nuclear intensity, 48 h; AID 624296; 2.9% of 350,000 active; Potency, µM (highest dose often 46.1 µM), for inactives: at the top dose activity, positive = re-replication, usual class: activators; further: % of control where 0% means no effect; nearly all actives have a fitted effect of over 50% in size
HepG2 viability – counter-screen for TGF-b inhibitors: cytotoxicity in HepG2 cells; HepG2 CAGA-GFP viability, ATP luminescence, 18 h; Potency, µM (series often up to 46.1 µM), without a hit: at the highest dose activity change, negative = cytotoxicity, most hits filed as cytotoxic; 0.76% of 410,000 active; AID 588856; further: some results filed as inactive show a strong effect at the top dose
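CellTiter-Glo luminescence gave cytotoxicity after 18 hours at 37 degrees C. The cells were HepG2 CAGA-GFP in 1% FBS DMEM, stimulated with 500 pg/mL TGF-beta after compound addition. %Activity was normalised to no-cell wells (complete cell-killing) and DMSO (no toxicity), and curves were fitted and classified.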
ATXN2 expr inh – ATXN2 expression inhibition | HEK-293 ATXN2-luciferase reporter, luminescence, 24 h | Potency, µM (highest dose often 57 µM), for the others: at the top dose activity change, negative = inhibition, most hits filed as inhibitors | 0.72% of 360,000 active | AID 1745845; further: on the % scale 0 is the no-effect control and ±100 the full control effect; nearly all actives have a fitted effect of over 55% in size
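ATXN2-luciferase reporter cells (luciferase flanked by upstream and downstream ATXN2 gene portions) were treated 24 h at 37 °C with compounds at up to 57 uM. SteadyGlo luminescence gave expression; GF-AFC fluorescence gave viability.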
A549 viability – A549 cytotoxicity, counter-screen for Nrf2 inhibitors; 0.16% of 390,000 active; Potency, µM (highest dose often 46 µM), for the others: at the top dose activity change, negative = cytotoxicity, usual class: inhibitors; AID 504648; A549 ARE-Fluc cells, CellTiter-Fluor viability, 18-24 h; further: on the % scale 0 is the no-effect control and ±100 the full control effect
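A549 ARE-Fluc cells in 5% FBS OPTI-MEM, 5000 cells/well, rested 2 h then exposed to compounds in concentration-response for 18-24 h at 37 °C. Viability by CellTiter-Fluor fluorescence (Ex 405/Em 525) after 30 min; luciferase luminescence (BugLite, 15 min, RT) read afterwards.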
Nrf2 ARE act – Nrf2 pathway activation. AREc32 ARE-luciferase reporter (MCF7-derived line), luminescence, 24 h. Potency, µM (top dose mostly 46.1 µM), for inactives: top-dose activation, actives largely listed as activators. 0.31% of 410,000 active; further: % of control where 0% means no effect; nearly all actives have a fitted effect of over 65% in size
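AREc32_Fluc, 1000 cells/well, OPTI-MEM + 5% FBS, o/n 37 deg C 5% CO2; 23 nL cpd by pin tool, 24 hr; Steady-Glo 30 min RT, luminescence.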
EPAC2 antag – EPAC2 (human) antagonism; Q8WZA2; EPAC2 GEF exchange of Rap1B-BODIPY-GDP, fluorescence; Potency, µM (titrated, usually from 114 µM), without a hit: top-dose activity, negative = inhibition, actives largely listed as inhibitors; 0.18% of 360,000 active; further: on the % scale 0 is the no-effect control and ±100 the full control effect; nearly all actives have a fitted effect of over 45% in size; many of its hits are not listed in these tables
Target sequence (Q8WZA2 whole entry, looked up): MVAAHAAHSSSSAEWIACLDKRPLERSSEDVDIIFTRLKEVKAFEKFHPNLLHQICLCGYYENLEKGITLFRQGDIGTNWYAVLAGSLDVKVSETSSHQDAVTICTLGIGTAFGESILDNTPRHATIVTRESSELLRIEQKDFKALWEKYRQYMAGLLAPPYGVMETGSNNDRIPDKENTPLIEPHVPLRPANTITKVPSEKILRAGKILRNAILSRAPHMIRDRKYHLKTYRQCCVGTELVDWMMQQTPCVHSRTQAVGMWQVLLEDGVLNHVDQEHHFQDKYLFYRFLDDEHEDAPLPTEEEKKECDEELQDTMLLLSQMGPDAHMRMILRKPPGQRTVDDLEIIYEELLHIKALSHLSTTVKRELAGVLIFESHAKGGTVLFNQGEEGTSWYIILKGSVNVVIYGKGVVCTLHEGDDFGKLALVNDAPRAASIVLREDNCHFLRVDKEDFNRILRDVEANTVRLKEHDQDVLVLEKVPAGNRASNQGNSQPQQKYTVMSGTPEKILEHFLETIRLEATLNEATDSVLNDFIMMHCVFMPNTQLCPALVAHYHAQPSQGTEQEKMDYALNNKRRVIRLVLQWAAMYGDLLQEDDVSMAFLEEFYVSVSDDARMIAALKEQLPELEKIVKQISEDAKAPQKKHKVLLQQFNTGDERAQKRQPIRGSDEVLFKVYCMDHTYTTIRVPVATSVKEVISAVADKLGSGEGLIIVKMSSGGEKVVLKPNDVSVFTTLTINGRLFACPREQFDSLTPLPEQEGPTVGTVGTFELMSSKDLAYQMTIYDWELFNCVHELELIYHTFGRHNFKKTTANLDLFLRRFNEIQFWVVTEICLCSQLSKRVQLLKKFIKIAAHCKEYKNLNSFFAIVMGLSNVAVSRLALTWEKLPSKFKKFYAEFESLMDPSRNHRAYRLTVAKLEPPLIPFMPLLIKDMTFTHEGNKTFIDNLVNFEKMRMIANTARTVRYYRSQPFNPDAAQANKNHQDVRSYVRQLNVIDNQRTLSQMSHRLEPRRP
Active calls of the source: *; i = inactive; ? = inconclusive; · = no result given; & = joins results of further samples; [ ] = dose if it differs, or a comment. The call rests on the fitted dose curve; in most records, active means well fitted curve in the direction sought with a large enough effect; inconclusive means small, poorly fitted or top-dose-only effect, or another doubt; inactive means no such curve, though single readings can be large; an effect the other way counts as inactive or inconclusive. Potency means the concentration at half of the fitted maximal effect.

Second line of a record: A549 viability	MCF10A rerep	Nrf2 block	S2 tox	ATXN2 expr inh	EPAC2 antag	HepG2 viability	Nrf2 ARE act	TGFb SMAD3 inh
- COc1cc(/C=N/NS(=O)(=O)c2ccc(C)c([N+](=O)[O-])c2)cc([N+](=O)[O-])c1O
    ?	-16%	-8%	i	-4%	3%	7%	-0.4%[9.22 µM]	0%
- COCCN(C(=O)CCc1nnc(CCc2c[nH]c3ccccc23)o1)C(C)C
    1%	-2%	0%	i	-6%	-1%	-1%	0.0%	-2%
- Cc1cccc(Nc2nc(NCc3ccco3)nc(N)c2[N+](=O)[O-])c1
    0%	20%	-4%	i	?	6%	27%	8.1%	0%
- Cc1cccc(CCNC(=O)Cn2ncc3c([nH]c4ccc(C)cc43)c2=O)c1
    17%	26%	9%	i	·	-4%	-24%	-0.4%	?
- CC(C)Oc1ccc(C(=O)Nc2nonc2-c2ccc(OC(C)C)cc2)cc1
    0%	·	6%	·	·	·	-12%	-0.3%	0%
- Cc1nccn1CCc1nc(N)nc(N)n1
    8%	-4%	·	i	0%	-1%	-7%	-0.8%	0%
- CCOC(=O)c1c(NC(=O)CN2CCN(S(=O)(=O)c3cc(Cl)ccc3Cl)CC2)sc(C(=O)N(C)C)c1C
    -6%	20%	?	?	-34%	-3%	-1%	7.6%	10µM*
- C#Cc1ccc([C@@H]2C=C(C(=O)Nc3ccccc3)O[C@H](OCC)[C@H]2CCCO)cc1
    -6%	-7%	4%	i	-4%	?	14%	3.2%	2%
- CCOc1ccc(C(=O)NCCO)cc1
    -3%	8%	4%	?	·	-1%[57.1 µM]	24%	-0.5%	6%
- COc1ccc2nc(N(Cc3cccnc3)C(=O)c3ccc(Cl)cc3)sc2c1
    -6%	·	·	·	·	·	0%	0.1%	0%
- Cc1cccc(Sc2ccc([N+](=O)[O-])cc2[N+](=O)[O-])n1
    -13%	?	4%	i	·	-5%	-14%	?	-21%
- COc1ccc(C(=O)CC2(O)C(=O)N(Cc3ccccc3)c3ccc(Br)cc32)cc1 (centres undefined)
    -1%	·	2%	?	?	·	-99%	3.7%	?
- O=C(NCCc1c[nH]c2ccc(Cl)cc12)c1cccnc1
    0%	-13%	?	i	-6%	13%	-26%	-0.5%	-18%
- COc1cc(-c2cnc3c(NC=O)cc(-c4ccccc4)cn23)cc(OC)c1OC
    ·	·	·	?	-27%	22%	-36%	5.2%	-6%
- COc1ccc(NC(=O)N2CCC(c3nc4ccccc4[nH]3)CC2)cc1
    -4%	-6%	3%	i	-20%	-1%	-20%	0.1%	-21%
- CCCS(=O)(=O)c1cn2cccc(N)c2c1S(=O)(=O)CCC
    2%	2%	-20%	i	7%	-1%	1%	-0.1%	7%
- Cc1nc2ccc(NC(=O)CSc3nnc(C)s3)cc2[nH]1
    -3%	?	4%	i	4%	-4%	-6%	0.0%	18%
- Cc1ccccc1-c1nn(-c2ccc(F)cc2F)cc1CNC1CC1
    2%	-24%	14%	?	-6%	-10%	-6%	0.1%	9%
- Cc1cc(C(C2C(=O)CC(C)(C)CC2=O)C2C(=O)CC(C)(C)CC2=O)cc(C)c1OC(F)F
    1%	-6%	22%	i	1%	-10%	-7%	-0.4%	2%
- CCCCCC1CC(CC(=O)NC(=S)Nc2ccccc2Cl)C(=O)O1 (centres undefined)
    1%	-1%	0%	i	-16%	-2%	-2%	0.1%	2%
- CCC(=O)Nc1ccc(Nc2ccccc2)cc1
    -4%	8%	4%	i	-27%	1%	-2%	0.8%	3%
- Cc1cc(=O)n(Cc2c(F)cccc2Cl)c2c1c(C)nn2C
    12%	·	-14%	i	9%	·	-1%	0.4%	-18%
- CCCCc1ccc(CC2S/C(=C(\C#N)C(=O)N3CCOCC3)N(c3ccccc3)C2=O)cc1 (centres undefined)
    0%	14%	-8%	i	-4%	-10%	-4%	0.1%	0%
- O=C(CCNC(=O)c1ccc(Cl)cc1)Nc1ccccc1N1CCCCC1
    0%	0%	?	i	0%	-2%	-18%	-0.5%	1%
- CCOc1ccccc1CNC(=O)c1ccc(-n2c(C)cc3c2CCC(C)C3)cc1 (centres undefined)
    10%	·	10%	i	0%	·	-24%	?	-3%
- Cc1cc(C)cc(NS(=O)(=O)c2ccc3c(c2)NC(=O)C(C)S3)c1 (centres undefined)
    6%	·	?	·	·	·	-40%	-0.2%	?
- Nc1ccc(-c2nc3ccc(-c4nc5ccccc5o4)cc3[nH]2)cc1
    ?	4µM*	?	i	36%[activator]	-3%	-25%	2.2%	1%
- Cn1c(=O)c2[nH]c(N3CCOCC3)nc2n(-c2ccccc2)c1=O
    -1%	-3%	8%	i	-2%	-8%	-2%	0.2%	11%
- COc1ccccc1OCc1nnc(SCC(=O)c2cc(Cl)ccc2OC)o1
    -10%	?	-14%	i	-17%	-1%	-42%	5.6%	26%
- CC1(CCl)N([O-])C2=C(CCCC2)[N+]1=O (centres undefined)
    2%	-1%	-5%	i	-5%	-17%	9%	-0.2%	1%

Retrieved one by one from the entries so far (2):
Second line of a record: A549 viability	MCF10A rerep	Nrf2 block	S2 tox	ATXN2 expr inh	EPAC2 antag	HepG2 viability	Nrf2 ARE act	TGFb SMAD3 inh
- COc1ccccc1OCc1nnc(SCC(=O)c2cc(Cl)ccc2OC)o1
    -10%	?	-14%	i	-17%	-1%	-42%	5.6%	26%
- CCCS(=O)(=O)c1cn2cccc(N)c2c1S(=O)(=O)CCC
    2%	2%	-20%	i	7%	-1%	1%	-0.1%	7%

Records listed so far that bear a hit mark in TGFb SMAD3 inh.
| smiles | EPAC2 antag | Nrf2 ARE act | TGFb SMAD3 inh |
| --- | --- | --- | --- |
| CCOC(=O)c1c(NC(=O)CN2CCN(S(=O)(=O)c3cc(Cl)ccc3Cl)CC2)sc(C(=O)N(C)C)c1C | -3% | 7.6% | 10µM* |

Some entries already given, reduced to Nrf2 ARE act and TGFb SMAD3 inh.
| SMILES | Nrf2 ARE act | TGFb SMAD3 inh |
| --- | --- | --- |
| Cc1cccc(Sc2ccc([N+](=O)[O-])cc2[N+](=O)[O-])n1 | ? | -21% |
| COc1ccc(C(=O)CC2(O)C(=O)N(Cc3ccccc3)c3ccc(Br)cc32)cc1 (centres undefined) | 3.7% | ? |
| O=C(NCCc1c[nH]c2ccc(Cl)cc12)c1cccnc1 | -0.5% | -18% |
| COc1cc(-c2cnc3c(NC=O)cc(-c4ccccc4)cn23)cc(OC)c1OC | 5.2% | -6% |
| COc1ccc(NC(=O)N2CCC(c3nc4ccccc4[nH]3)CC2)cc1 | 0.1% | -21% |

Remaining list, next part:
Second line of a record: A549 viability	MCF10A rerep	Nrf2 block	S2 tox	ATXN2 expr inh	EPAC2 antag	HepG2 viability	Nrf2 ARE act	TGFb SMAD3 inh
- COc1ccc(-c2csc(Nc3ccc(O)cc3)n2)cc1
    -7%	?	?	i	-7%[11.3 µM]	0%	-19%	?	?
- COc1cc2cc(CCOC(=O)N3CCCCC3)oc(=O)c2cc1OC
    -2%	-3%	-11%	i	-1%	4%	3%	-0.9%	?
- CSc1nc2c(c(=O)[nH]c(=O)n2C)n1C/C=C(\C)Cl
    -9%[1.84 µM]	?	-12%	i	12%	1%	-10%	-0.5%	-13%
- O=C(Nc1cccc(-c2nc3ncccc3o2)c1)c1sc2ccccc2c1Cl
    1%	?	7%	·	?	-4%	-37%	2.8%	22%
- Cc1cc(=O)oc(C)c1C(=O)NCCNC(=O)c1c(C)cc(=O)oc1C
    -3%	0%	-7%	i	-1%	1%	1%	-1.4%	-7%
- O=C(COc1ccccc1)Nc1ccc2nc(SCCOc3ccccc3)sc2c1
    2%	·	-15%	i	-3%	·	-3%	-1.0%	-2%
- CC1OC1c1ccc(-c2ccc(C3OC3C)cc2)cc1 (centres undefined)
    2%	-21%	?	i	55%[activator]	-5%	-17%	4.4%	-6%
- Brc1cccc(OCCSc2ncccn2)c1
    -3%	10%	?	i	11%	?	-38%	10.0%	?
- O=C(Nc1ccc(OCC(=O)N2CCOCC2)cc1)c1cccc(Cl)c1
    -3%	1%	-4%	i	1%	1%	6%	0.4%	-20%
- C[C@@H]1CN([C@H](C)CO)C(=O)CCCn2cc(nn2)CO[C@H]1CN(C)C(=O)Nc1ccccc1
    ·	·	·	i	7%	-2%	0%	-0.9%	2%
- CC1(C(=O)NS(=O)(=O)C2CC2)CCCN(C(=O)c2cc3ccccc3s2)C1 (centres undefined)
    ·	·	·	i	-5%	1%	9%	0.3%	-4%
- CC1=C(C(=O)Nc2ccccn2)C(c2ccccc2)n2ncnc2N1 (centres undefined)
    -12%	5%	2%	i	5%	2%	4%	3.3%	-11%
- Clc1ccc(-c2nnc(-c3ccc4ccccc4c3)o2)cc1
    0%	13%	?	?	3%	5%	-2%	3.0%	5%
- COC(=O)CSc1ncnc2c1cnn2-c1ccc(C)cc1C
    0%	-1%	6%	i	-12%	-4%	-17%	-0.2%	3%
- CC1Cc2ccccc2N1C(=O)c1cc2cccnc2n(C)c1=O (centres undefined)
    -24%	0%	-9%	?	3%	13%	1%	3.0%	-2%
- Cc1ccc(S(=O)(=O)N2CCCC(C(=O)NCCc3ccc(S(N)(=O)=O)cc3)C2)cc1 (centres undefined)
    0%	-1%	0%	i	-19%	12%	1%	-0.6%	4%
- Cc1cc(Br)cn2c(Cc3cccc(F)c3)c(-c3ccccc3)nc12
    ·	·	·	?	-6%	-14%	-4%	1.1%	?
- COCCn1c(SCC(=O)N2CCCc3ccccc32)nc2ccccc2c1=O
    -4%	4%	-19%	i	-9%	0%	-20%	2.1%	-17%
- Cc1cc(C)cc(NC(=O)NCC2CCN(Cc3cc(C)ccc3C)CC2)c1
    -19%&0%	-3%	?	i	4%&10%	4%	-12%&7%	-0.2%&0.5%	-1%&34%
- CCOC(=O)c1ccc(NS(=O)(=O)c2ccc3c(c2)CCN3C(=O)CC)cc1
    1%	·	26µM*	?	-16%	·	-18%	-0.9%	-29%

Some of the compounds tested (hit frequency here may not be typical).
